RmlCD inh 1536 – M. tuberculosis RmlC/RmlD coupled enzyme inhibitors, primary screen, biochemical, compound mixtures, 384-well, from 1536-well plates. dTDP-4-dehydrorhamnose reductase (Mycobacterium tuberculosis (strain ATCC 25618 / H37Rv)) …. RmlC+RmlD coupled enzyme assay, percent inhibition; primary screen in compound mixtures. inhibition, % at 3.6 µM. 160,000 tested, 0.03% active; in the data active = inhibition mostly above about 34%, no sharp cut-off; inconclusive = no clear call, values can overlap the other calls; inactive = mostly below about 22%; note: some results filed as inactive read as strong as hits
Target sequence (P9WH09 whole entry, looked up): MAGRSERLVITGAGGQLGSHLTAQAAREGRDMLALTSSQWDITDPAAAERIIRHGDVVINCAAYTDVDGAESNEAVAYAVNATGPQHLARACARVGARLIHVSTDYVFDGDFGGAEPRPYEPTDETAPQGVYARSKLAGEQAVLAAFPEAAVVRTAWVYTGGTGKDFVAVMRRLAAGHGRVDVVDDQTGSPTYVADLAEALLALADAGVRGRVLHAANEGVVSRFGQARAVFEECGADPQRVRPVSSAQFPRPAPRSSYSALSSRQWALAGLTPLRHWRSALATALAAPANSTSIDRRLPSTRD
Target sequence (P9WH11 whole entry, looked up): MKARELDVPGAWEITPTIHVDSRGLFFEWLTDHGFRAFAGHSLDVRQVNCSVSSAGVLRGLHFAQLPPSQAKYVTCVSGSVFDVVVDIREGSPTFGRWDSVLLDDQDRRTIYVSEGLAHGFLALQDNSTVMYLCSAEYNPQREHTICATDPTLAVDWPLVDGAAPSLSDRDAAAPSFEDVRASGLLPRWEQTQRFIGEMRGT
M. tuberculosis GlmU – inhibition of mycobacterial GlmU enzyme – biochemical, glucosamine-1-phosphate acetyltransferase (AID 1376) | Bifunctional protein GlmU (Mycobacterium tuberculosis (strain ATCC 25618 / H37Rv)) | M. tuberculosis GlmU acetyltransferase enzyme assay; higher % means a stronger effect | one-dose inhibition, %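 (tested at 30 µM in the primary screen)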; IC50 in µM for titrated hits | 220,000 tested, 0.25% active; in the data active = inhibition above about 13%; inconclusive = no clear call, values can overlap the other calls;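 note: 0% = complete reaction with vehicle and 100% = reaction without substrate; strong numbers were not always called active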
Active calls of the source: *; ? = inconclusive; · = not tested or not shown.

SMILES | RmlCD inh 1536 | M. tuberculosis GlmU
Cc1cc(/C=C2/C(=O)N(C)C(=S)N2C)ccc1N1CCCC1 | 3 | -8.4%
CC(=O)Nc1ccccc1OC(C)C(=O)NC(C)c1ccc(F)cc1 (stereo not drawn) | 2 | -3.0%
O=[N+]([O-])c1cccc(S(=O)(=O)c2cccc([N+](=O)[O-])c2)c1 | · | -2.7%
C=C(C)CSc1nc(C)c(Cc2ccccc2)c(=O)[nH]1 | · | 1.5%
COc1ccc(CN2CCN(C(=O)c3ccco3)CC2)cc1OC | -10 | -0.2%
Cc1ccc(C)n1NC(=O)c1ccccc1O | -1 | 2.7%
CCOC(=O)Cc1nnc(NC(=O)CSc2nncn2C)s1 | 4 | -1.7%
NNC(=O)c1ccc(N2CCCCCC2)c([N+](=O)[O-])c1 | -6 | 0.0%
COc1cccc(-c2nnc(SC(C(=O)c3c[nH]c4ccccc34)c3ccccc3)n2C)c1 (stereo not drawn) | 1 | 2.3%
Cc1cc(C)c2nc(C(F)(F)F)nc(NCCCN3CCCC3=O)c2c1 | · | 0.8%
CCOC(=O)NC(=O)C(/C=N/c1sccc1C(=O)OC)=C(\C)O | ? | -6.8%
CCCCn1cnc2cc(NCc3ccncc3)ccc21 | -3 | -0.1%
COC(=O)c1c(C)[nH]c(C(=O)OCC(=O)N2c3ccccc3NC(=O)C2(C)C)c1C | 6 | 1.9%
Cc1ccc(-c2nnc3sc(C4COc5ccccc5O4)nn23)cc1 (stereo not drawn) | 4 | -0.7%
CN(C)S(=O)(=O)c1cccc(C(=O)Nc2cc(Cl)cc(Cl)c2)c1 | 5 | -3.1%
O=C(CCc1ccccc1)Nc1nc2nc(-c3ccccc3)cc(=O)n2[nH]1 | · | 8.1%
COCc1cc(C)nc2sc(C(=O)Nc3nccs3)c(N)c12 | 16 | -0.1%
O=C(NCCN1C(=O)C2C3C=CC(C3)C2C1=O)Nc1ccccc1 (stereo not drawn) | 10 | 0.1%
O=C1c2ccccc2C(=O)N1CC1c2ccccc2CCN1C(=O)N1CCOCC1 (stereo not drawn) | -15 | -2.0%
CC1CCCCN1CC(=O)NC(c1ccccc1)c1ccccc1 (stereo not drawn) | 7 | 2.7%
Cc1ccc(C(=O)NNC(=O)C(C)Sc2nc(N)cc(N)n2)cc1 (stereo not drawn) | · | 1.9%
CCN(CC)CCCNC(=O)C(C)n1c2ccccc2c2nc(=O)cc(C)n21 (stereo not drawn) | 7 | 2.4%
CC(C)CC(=O)NC(=S)NNC(=O)c1ccc([N+](=O)[O-])cc1 | 6 | 5.6%
Cc1ccc(CNC(=S)Nc2cc(C(=O)O)ccc2C)cc1 | 0 | 1.9%
O=C(C1CCCCC1)N1CCc2[nH]c3ccc(F)cc3c2C1 | -11 | 2.4%
Continuation:
SMILES | RmlCD inh 1536 | M. tuberculosis GlmU
COCCCn1c(-c2ccccc2)nc2ccccc2c1=O | · | -0.1%
Nc1c(N2CCCC2)c2ccccc2oc1=O | 3 | 0.5%
O=C(Nc1nnc(-c2ccco2)o1)c1ccc2ccccc2c1 | 5 | 3.0%
O=S(=O)(N/N=C\C=C\c1ccccc1)c1ccc(Br)cc1 | 1 | 3.2%
COC(=O)c1c(NC(=O)CSc2ncnc3[nH]ncc23)sc2c1CCC2 | 2 | -4.6%
Cc1ccc2nc(-c3ccncc3)c(NC3CCCC3)n2c1 | 4 | 2.0%
COc1cccc(NC(=O)CSc2nc3c(oc4ccccc43)c(=O)[nH]2)c1 | -5 | 2.0%
CC1CCN(c2ccc(C(=O)N3CCOCC3)cc2[N+](=O)[O-])CC1 | · | 3.1%
CCCCOc1ccc(C(=O)OCC(=O)Nc2cc(C)on2)cc1 | 0 | -2.7%
NNC(=O)c1ccc(COc2ccc3ccccc3c2)cc1 | 4 | -5.7%
O=c1[nH]c(CN2CCN(c3ccc(O)cc3)CC2)nc2scc(-c3ccc(Cl)cc3)c12 | -9 | 6.0%
CCOc1ccc(-n2c(SCC(=O)Nc3ccc4c(c3)OCCO4)nc3c(c2=O)SCC3)cc1 | -2 | 3.3%
O=C(c1cnccn1)N(Cc1cccs1)C1(C(=O)NC2CCCC2)CCCCC1 | · | -2.2%
COc1ccc(S(=O)(=O)N2CCCC(C(F)(F)F)C2)cc1 (stereo not drawn) | 8 | -0.5%
COc1cc(C(C(=O)NC2CCCCC2)N(Cc2ccco2)C(=O)c2cnccn2)cc(OC)c1OC (stereo not drawn) | -9 | 3.8%
Cc1nc(Nc2ccc(F)cc2)nc(Nc2ccc(F)cc2)c1[N+](=O)[O-] | -2 | -2.5%
CCCCN(C)C(=O)Cn1cnc2sc(C)cc2c1=O | 8 | -4.8%
CCOC(=O)C(=CNc1ccc(C(F)(F)F)cc1Cl)C(=O)OCC | -9 | 1.9%
Cn1c(=O)c2c(=O)cc(N)[nH]c2n(C)c1=O | 13 | 1.7%
COc1ccc(NC(=S)Nc2cccc(Cl)c2)cc1OC | -4 | 2.4%
O=C(NCC(=O)N(CCc1ccccc1)C(C(=O)NC1CCCC1)c1cccnc1)c1ccco1 (stereo not drawn) | -4 | ·
O=C(C[n+]1ccc(/C=N/O)cc1)N(Cc1ccccc1)Cc1ccccc1 | -10 | 2.8%
CCOC(=O)c1cc(CC)sc1NC(=O)Cc1ccccc1 | · | 3.1%
COc1ccc(C)cc1NC(=O)N1CCC(CO)(CC2CCCCO2)CC1 (stereo not drawn) | -9 | -2.5%
CC1=CC2=NC(=O)/C(=C/c3cccn3Cc3ccccc3)C(=N)N2O1 | · | -6.5%
Continued:
SMILES | RmlCD inh 1536 | M. tuberculosis GlmU
CC(C)(CNC(=O)/C=C/c1ccc(F)cc1)CNC(=O)/C=C/c1ccc(F)cc1 | 13 | -6.7%
COC(=O)c1c(NC(=O)CC2SC(N)=NC2=O)sc(C)c1C (stereo not drawn) | 7 | -0.4%
O=C1C(c2ccccc2)SC(=Nc2ccccc2)N1S(=O)(=O)c1ccccc1 (stereo not drawn) | 3 | -3.8%
Cc1cc(C(=O)CSc2nnc(N)s2)c(C)n1Cc1cccs1 | 40 | 0.2%
O=C1CCCC2=C1C(c1ccc(Cl)cc1)C1C(=O)c3ccccc3C1=N2 (stereo not drawn) | 10 | 1.6%
COc1cc2sc3ccc(C#Cc4ccccn4)cc3c(=O)c2cc1OC | · | -0.6%
COc1cc(NC(=O)c2ccccc2F)ccc1NC(=O)c1ccccc1Cl | 9 | 0.3%
Cc1ccccc1-c1ccc(/C=C2/SC(N3CCOCC3)=NC2=O)o1 | 1 | 0.6%
Cn1nccc1C(=O)OCC(=O)Nc1nc(-c2ccccc2)cs1 | 5 | -2.4%
COc1ccc(-c2nnn(CC(=O)N(Cc3ccccc3Cl)C(C(=O)NCC3CCCO3)c3ccco3)n2)cc1OC (stereo not drawn) | 27 | 0.9%
O=C(Nc1ccc(N2CCOCC2)nc1N1CCOCC1)c1cccc(C(F)(F)F)c1 | 11 | -2.2%
O=C1C2CC=CCC2C(=O)N1c1n[nH]c(Cc2ccccc2)n1 (stereo not drawn) | -36 | 1.6%
CC(C)(C)c1csc(NC(=O)c2cccs2)n1 | · | 6.0%
Cc1coc2cc3oc(=O)c4c(c3cc12)CCC4 | 7 | -1.9%
O=C(NCCCN1CCN(c2ccccc2F)CC1)C1CCCN(S(=O)(=O)c2cnc[nH]2)C1 (stereo not drawn) | -9 | ·
CC1Cc2ccccc2N1C(=O)CCn1c(=O)sc2ccccc21 (stereo not drawn) | · | -1.3%
CN(C)C(=O)CSc1nc2ccccc2n1Cc1ccccc1 | -6 | -3.8%
CCN(CC)C(=O)CN1C(=O)NC2(CCc3ccccc3C2)C1=O (stereo not drawn) | -8 | -4.0%
CC(C)CC(=O)N1CCN(S(=O)(=O)c2ccc(Cl)cc2)CC1 | -7 | -5.4%
COc1ccc(C2N(C(=O)N3CCOCC3)CCN2S(=O)(=O)c2ccc(C)cc2)cc1 (stereo not drawn) | 47 | 2.2%
O=C(Cc1csc(NC(=O)c2ccc(F)cc2)n1)NO | -9 | -5.1%
O=C(CSc1nnnn1-c1ccccc1)NCc1cccs1 | 3 | -1.2%
COc1ccc(CC(=O)N/N=C/C=C/c2ccc3c(c2)OCO3)cc1OC | 11 | 1.4%
CCC1(C)Cc2c(sc3nnn(Cc4ccccc4Cl)c(=O)c23)CO1 (stereo not drawn) | ? | 1.2%
OC(CNCCc1ccc(Cl)cc1)COc1ccc2ccccc2c1 (stereo not drawn) | 9 | -9.5%
Next section.
SMILES | RmlCD inh 1536 | M. tuberculosis GlmU
COC(=O)c1c(NC(=O)c2ccc(C)cc2)sc(Cc2ccccc2)c1C | -8 | -2.7%
O=C(C1CCC(N2C(=O)C3CC=CCC3C2=O)CC1)N1CCCCC1 (stereo not drawn) | · | 4.4%
C=CCn1c(O)c(C(CC)=NC2CC2)c(=O)[nH]c1=O | 9 | -2.1%
COCCCn1c(=S)[nH]c2ncccc2c1=O | 9 | 4.0%
Cc1ccc(CN2CCS(=O)(=O)CC2)o1 | 1 | 0.7%
COc1ccc(CCNC(=O)C(=O)NCC2CCNCC2)cc1OC | -7 | 2.4%
Cc1cccc(CN2CCN(Cc3nc4c(s3)CCCC4)CC2CCO)n1 (stereo not drawn) | · | 0.7%
O=C(O)C1CCN(c2ccccc2[N+](=O)[O-])CC1 | 7 | -7.8%
CC(=O)N1CCc2cc(S(=O)(=O)NC(Cc3ccccc3)C(=O)Nc3cc(C)ccn3)ccc21 (stereo not drawn) | -5 | 2.0%
Cc1ccc2c(C)c(C(=O)Nc3c(C)n(C)n(-c4ccccc4)c3=O)oc2c1 | · | -2.7%
CCCc1cc(-c2[nH]ncc2-c2ccc3c(c2)OCCCO3)c(O)cc1OC | · | 0.5%
CC(OC(=O)C1CCCO1)C(=O)NC1CCCC1 (stereo not drawn) | 8 | -0.9%
CCCCc1ccc(N=N/C(C(=O)Nc2ccccc2OC)=C(/C)O)cc1 | · | 6.9%
CN(C)c1ccc(C2N(C(=O)N3CCOCC3)CCN2S(=O)(=O)c2ccccc2)cc1 (stereo not drawn) | -2 | 11%
FC(c1nc2ccccc2[nH]1)C(F)(F)F (stereo not drawn) | -7 | -0.8%
O=C(O)c1ccccc1Sc1c([N+](=O)[O-])cc(C(F)(F)F)cc1[N+](=O)[O-] | -7 | 0.3%
COc1ccc(S(=O)(=O)N2CCC(C(=O)NCc3cccc(OC)c3)CC2)cc1 | -12 | 0.2%
COC(=O)CCCC1=CC2=C(c3ccccc3)C(=O)C(C)(OC(=O)C3CCCC3)C(=O)C2=CN1CCc1ccccn1 (stereo not drawn) | · | 4.3%
Cn1ccc(C(=O)Nc2ccc(Br)cc2Br)n1 | · | 6.8%
COc1ccc(N2C(=O)CC(Sc3nc4ccccc4s3)C2=O)cc1 (stereo not drawn) | 10 | -2.8%
CN(C)c1ccc(/C=C/c2ccncc2)cc1 | 8 | -8.0%
Cc1cc(C(=O)CCl)c(C)n1CC1COc2ccccc2O1 (stereo not drawn) | 7 | -0.9%
Cc1sc(NC(=O)CN(Cc2ccccc2)C(=O)C(C)C)c(C(N)=O)c1C | 3 | 6.0%
CCN(CC)CCCn1c(=S)[nH]c2cc(C(=O)OC)ccc2c1=O | · | -2.6%
COc1ccc(/C=N/NS(=O)(=O)c2ccc(NC(C)=O)cc2)cc1 | 10 | 3.6%

By substructure: those above with a thiophene ring, fused or not.
SMILES | RmlCD inh 1536 | M. tuberculosis GlmU
CCOC(=O)NC(=O)C(/C=N/c1sccc1C(=O)OC)=C(\C)O | ? | -6.8%
COCc1cc(C)nc2sc(C(=O)Nc3nccs3)c(N)c12 | 16 | -0.1%
COC(=O)c1c(NC(=O)CSc2ncnc3[nH]ncc23)sc2c1CCC2 | 2 | -4.6%
O=c1[nH]c(CN2CCN(c3ccc(O)cc3)CC2)nc2scc(-c3ccc(Cl)cc3)c12 | -9 | 6.0%
O=C(c1cnccn1)N(Cc1cccs1)C1(C(=O)NC2CCCC2)CCCCC1 | · | -2.2%
CCCCN(C)C(=O)Cn1cnc2sc(C)cc2c1=O | 8 | -4.8%
CCOC(=O)c1cc(CC)sc1NC(=O)Cc1ccccc1 | · | 3.1%
COC(=O)c1c(NC(=O)CC2SC(N)=NC2=O)sc(C)c1C (stereo not drawn) | 7 | -0.4%
Cc1cc(C(=O)CSc2nnc(N)s2)c(C)n1Cc1cccs1 | 40 | 0.2%
CC(C)(C)c1csc(NC(=O)c2cccs2)n1 | · | 6.0%
O=C(CSc1nnnn1-c1ccccc1)NCc1cccs1 | 3 | -1.2%
CCC1(C)Cc2c(sc3nnn(Cc4ccccc4Cl)c(=O)c23)CO1 (stereo not drawn) | ? | 1.2%
COC(=O)c1c(NC(=O)c2ccc(C)cc2)sc(Cc2ccccc2)c1C | -8 | -2.7%
Cc1sc(NC(=O)CN(Cc2ccccc2)C(=O)C(C)C)c(C(N)=O)c1C | 3 | 6.0%

New compounds follow:
SMILES | RmlCD inh 1536 | M. tuberculosis GlmU
COc1ccnc(-n2cccc2C=O)c1C#N | 5 | -7.9%
COc1ccc(C(=O)NN/C(C)=C/C(=O)C(F)(F)C(F)(F)C(F)(F)F)cc1 | · | 2.2%
Cc1csc(NC(=O)CSc2nnc(-c3ccoc3C)n2CCc2ccccc2)n1 | -11 | 6.4%
C/C(O)=C/c1nc2ccccc2[nH]c1=O | · | 2.8%
CCOc1ncccc1C(=O)NCc1ccccc1Cl | -10 | 2.6%
O=C(COC(=O)c1cccc(C(=O)OCC(=O)NC2CC2)n1)NC1CC1 | 35 | -0.6%

Source: PubChem

These rows are one share of the data; count on the stated rates, not on these rows.
